# PGK inhibitor – inhibitors of T. brucei phosphoglycerate kinase. Potency, µM (doses to about 57.5 µM), for the others: top-dose activity change, negative = inhibition, actives largely listed as inhibitors. P07378. AID 602233. 380,000 tested, 0.043% active. PGK/GAPDH coupled, Kinase-Glo luminescence, 60 min; also: % is scaled to controls: 0 for no effect and ±100 for the full control effect; nearly all actives have a fitted effect of over 60% in size
#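 Luminescent ATP detection (Kinase-Glo Plus) follows a 60-minute room-temperature incubation, with wells lacking PGK as controls. Buffer: 100 mM TEA (pH 7.6), 5 mM MgCl2, 0.01% Tween-20. Coupling enzyme GAPDH (100 nM final) supplies unstable 1,3-BPG in-well.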
# BLM helicase inh – inhibitors of human Bloom syndrome helicase BLM; recombinant BLM DNA unwinding, fluorescence dequenching; Potency, µM (titrated, usually from 56.1 µM), for inactives: at the highest dose activity change, negative = inhibition, hits mostly inhibitors; 350,000 tested, 0.2% active; P54132;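 also: plate controls were vehicle for no effect and no enzyme for full effect; nearly all actives have a fitted effect of over 35% in size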
# HP1b binding inh – blocks HP1-beta chromodomain binding to methylated histone tails; AlphaScreen HP1-beta / biotin-H3K9me3 peptide binding; Potency, µM (highest dose often 114 µM), for the others: at the highest dose activity change, negative = inhibition, usual class: inhibitors; 390,000 tested, 0.56% active; also: nearly all actives have a fitted effect of over 70% in size; inactives centre near 23
#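 AlphaScreen: HP1-beta (50 nM) preformed 30 min with biotin-H3(1-18)K9me3 peptide (50 nM) in PBS pH 7.4, 0.01% Tween-20. Compound added for 30 min at RT, then streptavidin donor/nickel chelate acceptor beads (10 ug/mL) for 30 min.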
# Pin1 inh – inhibitors of human Pin1; AID 504891; Pin1 FP peptide displacement, HiFluor488, 10 min; 390,000 tested, 0.009% active; Potency, µM (doses to about 115 µM), for the others: at the top dose activity, negative = inhibition, hits mostly inhibitors; Q13526; active = well fitted inhibition curve with a large enough effect in the polarisation, with a control signal flat, not every such curve was filed as active; inconclusive = small, poorly fitted or top-dose-only effect, or effect the other way, or a change in a side signal; inactive = no such curve, though single readings can be large or run the other way; the % refers to the polarisation; also: % is scaled to controls: 0 for no effect and ±100 for the full control effect
# Target sequence (Q13526 whole entry, looked up): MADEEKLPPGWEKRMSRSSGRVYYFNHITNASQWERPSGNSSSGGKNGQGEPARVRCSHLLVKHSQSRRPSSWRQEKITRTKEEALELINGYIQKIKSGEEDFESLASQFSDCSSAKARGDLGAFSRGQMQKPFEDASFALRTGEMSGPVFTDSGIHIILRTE
# JMJD2A Tudor – inhibitors of human JMJD2A Tudor domain; AlphaScreen JMJD2A-Tudor / H3K4me3 peptide binding; Potency, µM (top dose mostly 114 µM), inactives show top-dose activity change, negative = inhibition, most hits filed as inhibitors; 390,000 tested, 4.4% active; also: % is scaled to controls: 0 for no effect and ±100 for the full control effect; nearly all actives have a fitted effect of over 50% in size
# BAZ2B block – inhibitors of human BAZ2B bromodomain; Q9UIF8; AlphaScreen BAZ2B-H3K14Ac peptide displacement; Potency, µM (titrated, usually from 114 µM), inactives show top-dose activity change, negative = inhibition, hits mostly inhibitors; 360,000 tested, 4.4% active; AID 504333; also: % is scaled to controls: 0 for no effect and ±100 for the full control effect; nearly all actives have a fitted effect of over 60% in size
#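 In this displacement format the biotinylated H3(5-23) peptide acetylated at Lys14 serves as ligand at 50 nM, with BAZ2B at 50 nM in PBS pH 7.4 containing 0.01% Tween-20. Donor and acceptor beads are 10 ug/mL final.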
# G9a block – inhibitors of human histone lysine methyltransferase G9a; G9a H3K9 monomethylation, AlphaScreen, 2 h; 350,000 tested, 8.8% active; Potency, µM (doses to about 102 µM), for the others: at the top dose activity, negative = inhibition, actives largely listed as inhibitors; Q96KQ7; also: % is scaled to controls: 0 for no effect and ±100 for the full control effect; nearly all actives have a fitted effect of over 75% in size
# Target sequence (Q96KQ7 913-1193 limits assumed): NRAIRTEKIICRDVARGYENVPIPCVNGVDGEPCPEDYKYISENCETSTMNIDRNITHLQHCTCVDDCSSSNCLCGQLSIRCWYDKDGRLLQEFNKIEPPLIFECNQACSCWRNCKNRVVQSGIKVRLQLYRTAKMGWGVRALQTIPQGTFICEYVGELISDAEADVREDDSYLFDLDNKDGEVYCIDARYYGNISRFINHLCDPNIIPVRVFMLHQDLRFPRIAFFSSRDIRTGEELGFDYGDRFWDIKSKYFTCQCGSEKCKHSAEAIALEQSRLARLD
#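 G9a (20 nM) preincubated 15 min RT with compounds, then 500 nM biotinylated H3K9 peptide and 20 uM SAM added; 2 h RT reaction. Monomethyl-H3K9 product detected by AlphaScreen with anti-H3K9me1 antibody, streptavidin donor and anti-rabbit IgG acceptor beads.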
# Pol iota inh – blocks human DNA polymerase iota activity; Pol iota fluorescent replication assay, 10 min; Potency, µM (titrated, usually from 115 µM), inactives show at the top dose activity, negative = inhibition, usual class: inhibitors; 390,000 tested, 1% active; AID 588590
#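 Fluorescent replication assay read twice, at 0 min and 10 min after adding 50 nM (final) substrate. Enzyme (10 nM) and compounds were first incubated 15 min at room temperature; enzyme-free buffer wells were negative controls.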
# GLS inh – blocks human kidney-isoform glutaminase activity; GLS enzymatic activity, qHTS titration; Potency, µM (top dose mostly 45.5 µM), for the others: at the highest dose activity change, negative = inhibition, hits mostly inhibitors; 410,000 tested, 0.21% active; AID 624170; also: % is scaled to controls: 0 for no effect and ±100 for the full control effect
# Target sequence (O94925 whole entry, looked up, canonical isoform): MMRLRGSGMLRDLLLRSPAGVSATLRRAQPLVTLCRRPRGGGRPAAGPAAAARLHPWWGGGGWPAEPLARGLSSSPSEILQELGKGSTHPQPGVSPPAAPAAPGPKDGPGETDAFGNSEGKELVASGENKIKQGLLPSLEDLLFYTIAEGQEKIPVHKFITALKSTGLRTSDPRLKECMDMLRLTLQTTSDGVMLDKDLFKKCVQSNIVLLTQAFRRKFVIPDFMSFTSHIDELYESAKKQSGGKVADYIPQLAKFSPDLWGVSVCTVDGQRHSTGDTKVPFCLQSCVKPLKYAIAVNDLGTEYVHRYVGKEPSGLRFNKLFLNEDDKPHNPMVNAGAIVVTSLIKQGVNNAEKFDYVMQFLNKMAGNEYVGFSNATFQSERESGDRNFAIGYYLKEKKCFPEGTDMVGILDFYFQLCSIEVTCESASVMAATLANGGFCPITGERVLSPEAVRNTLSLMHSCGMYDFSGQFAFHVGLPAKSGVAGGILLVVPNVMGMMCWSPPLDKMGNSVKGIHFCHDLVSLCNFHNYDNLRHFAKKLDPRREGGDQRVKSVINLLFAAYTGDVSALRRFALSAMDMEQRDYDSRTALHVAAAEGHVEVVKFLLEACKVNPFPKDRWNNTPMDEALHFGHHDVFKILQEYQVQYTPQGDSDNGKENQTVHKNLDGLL
#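 hKGA; 45 mM KH2PO4 pH 8.2 + 0.02% Tween-20; cpd via pin tool; 1 mM Gln soln; GluOx/HRP/Amplex Red; RT 30 min; fluor. t0 & final.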
# The depositor's hits bear a star; i = inactive; ? = inconclusive; . = no result given; & = joins results of further samples; [ ] = dose if it differs, or a comment. Unless noted, calls follow the shape of the dose curve; as a rule, active = well fitted curve in the direction sought with a large enough effect; inconclusive = small, poorly fitted or top-dose-only effect, or another doubt; inactive = no such curve, though single readings can be large; an effect the other way counts as inactive or inconclusive. Potency is read from the fitted curve at half-maximal effect. A portion of the library; the hit share may differ from the screen's.
SMILES,PGK inhibitor,BLM helicase inh,HP1b binding inh,Pin1 inh,JMJD2A Tudor,BAZ2B block,G9a block,Pol iota inh,GLS inh
O=c1c(-c2ccccc2)n[nH]c2ccccc12,-7%,-3%,28%,6%,-19%,-29%,-29%,5%,6%
Cc1ccc(S(=O)(=O)n2ccc3c(OCCOCCSCC(NC(=O)OC(C)(C)C)C(=O)O)cccc32)cc1 (stereo not given),-5%,-17%,-8%,?,-33%,50µM*,-9%[12.7 µM],28µM*,-16%
COc1cc(NC(=O)CN2C(=O)C(c3ccc(Cl)cc3)=NC23CCCCC3)cc(OC)c1,.,-16%,29%,29%,-25%,-7%,-30%[59 µM],1%,-14%
COc1ccc(CCNC(=O)c2sc(=S)n(C)c2N)cc1,10%,-3%,52%[activator],-7%,-2%,-6%,?,12%,0%
CC(=O)Nc1cc(C(=O)N(C)Cc2ccco2)ccc1Sc1ccc(Cl)cc1,i,-12%,-1%,-1%,-25%,-6%,0%[59 µM],22%,-2%
CC(Nc1ccc(F)cc1F)C(=O)NC(=O)NC1CCCCC1 (stereo not given),i,-5%,25%,3%,-24%[11.4 µM],-5%,?,78%[activator],8%
Cc1nnsc1C(=O)Nc1cccc(Cl)c1,10%,-2%,37%,0%,-1%,.,-7%,39%,0%
CCN(CC)S(=O)(=O)c1ccc2c(c1)c(=O)c(C(=O)NCCc1ccc(OC)c(OC)c1)cn2C,-3%,-2%&2%,35%&13%,1%&-1%,-15%&-13%,1%,26%,0%&-25%,-7%&-20%
CCOC(=O)N/N=C/c1cccc(Cl)c1Cl,-4%,1%,27%,1%,-7%,10%,6%[59 µM],33%,-1%
COc1ccc(OCCOC(=O)CCS(=O)(=O)c2ccc(C)cc2)cc1,i,.,26%,-2%,-3%,-6%,19%[12.7 µM],7%,18%
COc1ccccc1C(c1nnnn1CCc1ccccc1)N1CCCCCC1 (stereo not given),6%,-2%,36%,17%,-5%,10%,-5%[12.7 µM],8%,23%
Brc1ccc(-c2nnc(-c3ccccc3)o2)o1,-6%,2%,26%,4%,-2%,-2%,15%[59 µM],-11%,-9%

# Complete entries, looked up by structure:
# `Cc1nnsc1C(=O)Nc1cccc(Cl)c1` across the screens: PGK inhibitor: 10%; BLM helicase inh: -2%; HP1b binding inh: 37%; Pin1 inh: 0%; JMJD2A Tudor: -1%; BAZ2B block: .; G9a block: -7%; Pol iota inh: 39%; GLS inh: 0%
# `Brc1ccc(-c2nnc(-c3ccccc3)o2)o1` across the screens: PGK inhibitor: -6%; BLM helicase inh: 2%; HP1b binding inh: 26%; Pin1 inh: 4%; JMJD2A Tudor: -2%; BAZ2B block: -2%; G9a block: 15%[59 µM]; Pol iota inh: -11%; GLS inh: -9%

# More results follow.
SMILES,PGK inhibitor,BLM helicase inh,HP1b binding inh,Pin1 inh,JMJD2A Tudor,BAZ2B block,G9a block,Pol iota inh,GLS inh
Cc1c(C(=O)N2CCCCC2)c(S(=O)(=O)NCc2ccccc2Cl)c(C)n1C,-7%,1%,-5%,-9%,?,-19%[57.1 µM],17%,14%,11%
CCOc1ccc(NC(=O)CCC(=O)N/N=C/c2ccc([N+](=O)[O-])s2)cc1,i,0%,13%,-1%,-25%,3%,-12%,?,0%
Cc1ccc(O)c(N=Cc2sc3ccccc3c2Cl)c1,-8%,-3%,-15%,-1%,-31%,?,?,190%[activator],11µM*
CCCCN(C(=O)c1ccc2c(c1)OCO2)C1CCS(=O)(=O)C1 (stereo not given),i,.,-2%,1%,-7%,?,-20%,19%,-1%
COc1ccc(C(=O)N/N=C/c2cccnc2)cc1,-7%,1%,48%[activator],-4%,11%,-1%,1%,-18%,-9%
O=C(CN1CCc2ccccc2C1)Nc1ccc(Br)cc1,-2%,-13%,60%[activator],?,62%[activator],-3%,4%[59 µM],14%,.
CN(C(=O)COC(=O)/C=C/c1ccc(Cl)c(Cl)c1)c1c(N)n(Cc2ccccc2)c(=O)[nH]c1=O,5%,.,16%,28%,-17%,-7%,-34%,40%[activator],21%
CC(C)SC1=NC(C)(C)C=C(/C=C/c2ccc(Cl)cc2Cl)N1,i,-8%,-19%,22%,-31%,?,45µM*,9%,1%
COCCCn1c(SCC(N)=O)nnc1-c1ccccc1,-9%,0%,18%,-1%,-19%,6%,17%[59 µM],20%,2%
O=C(NCCSc1ccccn1)c1ccc(Cl)cc1,0%,-4%,53%[activator],1%,-8%,2%,11%[59 µM],5%,7%
Fc1ccc(Nc2nc3ccccc3c3nncn23)c(Cl)c1,-4%,-1%,25%,7%,3%,-13%,5%[59 µM],31%[activator],1%
N#Cc1ccc(C23CC4(C2)[C@H](CN(Cc2ccc(-c5ccccc5)cc2)[C@@H]4c2ccccc2)C3c2ccccc2)cc1 (stereo not given in full),6%,-5%&-2%,36%,57%[activator],-10%,-4%,?,61%[activator],1%
Cc1ccc(C)c(OCCCCN2CCCCC2)c1,0%,1%,-10%,0%,32µM*,-20%,25µM*,5%,0%
O=C(NCc1cccnc1)c1c(F)c(F)c(F)c(F)c1F,i,2%,49%[activator],-1%,4%[57.1 µM],2%,10%[12.7 µM],5%,-10%
CCc1ccc(N(CC(=O)Nc2nc3ccc(C)cc3s2)S(=O)(=O)c2c(C)noc2C)cc1,1%,-12%,56%[activator],-3%,-19%,-21%,-16%,-8%,-8%
O=C(NC(=O)N1CCCc2ccccc21)c1ccccc1,4%,-3%,-7%,-5%,-22%,-3%,8%,104%[activator],-7%
Cc1cc(C)nc(NC(=NCCc2c[nH]c3ccccc23)NC(=O)Nc2ccc(Cl)cc2)n1,i,-5%,-12%,3%,?,-30%,-9%,7%,1%
CCN1C(=O)[C@@H]2[C@@H](c3ccc(-c4ccc5c(c4)OCO5)c(OC)c3)N3CCCC[C@@]3(C(=O)OC)[C@@H]2C1=O,1%,.,0%,11%,?,-11%,10%[2.33 µM],30%,0%
COc1ccccc1NS(=O)(=O)c1cccc(C(=O)N/N=C/c2cn(-c3ccccc3)nc2-c2ccccc2)c1,2%,-10%,27%,-2%,-4%,-20%,2%,138%[activator],-3%
CC(=O)c1ccc(NC(=O)CN2CCC(C(=O)c3ccc4c(c3)OCCO4)CC2)cc1,i,-2%,5%,-9%,-13%,-4%,7%[59 µM],37%[activator],11%
CCc1ccccc1NC(=O)N(C)CCc1c(C)nn(C)c1C,i,-1%,69%[activator],-10%,-4%,30%,36%[activator][59 µM],21%,-3%
C/C(=N\NC(=S)NCCc1ccccc1)c1cccc(Br)c1,2%,-9%,-14%,1%,-22%,40µM*,-37%,134%[activator],-17%
Cc1cc(C)n2nc(C(=O)OCC(=O)Nc3ccc(C)c(S(=O)(=O)N(C)C)c3)nc2n1,i,.,12%,?,-16%,7%,6%[59 µM],-28%,4%
O=C(CN1CCN(c2cccc(Cl)n2)CC1)N1CC(O)CO1 (stereo not given),-7%,-5%,11%,-2%,-3%[57.1 µM],-5%,34%[12.7 µM],20%,2%
O=C(CSc1nccc(=O)[nH]1)NC1CCCCCC1,i,.,19%,-9%,-10%,.,.,21%,-1%
Cc1c(C(=O)Nc2ccc3c(c2)CCC3)cccc1[N+](=O)[O-],-9%,4%,14%,2%,-8%,-5%,-4%,164%[activator],0%
CC1=C(C(=O)Nc2ccc(C)cc2C)C(c2cc(Br)ccc2F)n2ncc(C(=O)Nc3ccc(C)cc3)c2N1 (stereo not given),-9%,-7%,21%,9%,8%,8%[57.1 µM],-6%[59 µM],16%,-2%
Oc1ccc(/C=N/Nc2nc(-c3ccccc3F)nc3ccccc23)c(O)c1,2%,-20%,19%,?,?,-28%,-20%,-13%,-11%
CCN(CC)CCNC(=O)c1ccc(NS(=O)(=O)c2ccc3c(c2)OCCO3)cc1,7%,-6%,14%,5%,-2%,.,0%,107%[activator],0%
O=C(/C=C/c1ccc2c(c1)OCO2)c1ccc(O)cc1O,-16%,.,-7%[57 µM],-1%,?,.,.,?,4%
Clc1ccc(-c2nc3nc4ccccc4nc3n2Cc2ccco2)cc1,-12%,-15%,67%[activator],-2%,-14%,-24%,-40%[59 µM],12%,0%
Cc1cccc(C(=O)Nc2cc3nn(-c4ccc(C(C)C)cc4)nc3cc2C)c1,-1%,-4%,8%,0%,-3%,-12%,-4%[59 µM],10%,-7%
O=C(CCNC(=O)c1ccc(Br)cc1)Nc1nc2ccccc2[nH]1,-7%,.,41%[activator],-1%,1%,?,-20%,23%,-7%
O=[N+]([O-])c1cccc(N/N=C/c2cccc3ccccc23)c1,-11%,2%,?,0%,?,?,-17%[59 µM],-2%,10%
CCOc1ccc(NC(=O)CN2CCN(CC(=O)Nc3ccccc3OCC)CC2)cc1,-2%,-2%,27%[57 µM],-1%,-6%,0%,3%[59 µM],11%,3%
Cc1ccccc1CN1CCNC1=O,1%,-1%,13%,1%,-11%,-3%,-35%[12.7 µM],6%,-2%
CC12CCC(=O)N1C(C(=O)Nc1nnc(SCc3ccccc3F)s1)CS2 (stereo not given),-2%,-4%,22%[57 µM],?,-20%,-25%,79µM*,31%[activator],30%
COc1ccc(CCNC(=O)Nc2cccc([N+](=O)[O-])c2)cc1OC,-4%,-6%,28%,-5%,-17%,?,-35%[59 µM],-9%,-6%
CNC(=S)NNC(=O)c1c(C)nc2cc(C)ccn12,2%,0%,15%,2%,-9%,-18%,?,1%,38%[activator]
CCCS(=O)(=O)N1CCCC(C(=O)Oc2ccccc2Cl)C1 (stereo not given),-2%,-10%,36%,-3%,-1%,3%,47%,30%[activator],-7%
O=C(O)c1ccc2c(c1)C(=O)N([C@H](Cc1cccc3ccccc13)C(=O)O)C2=O,.,3%,.,-13%,-21%,-39%,6%[12.7 µM],.,27%
Cc1ccc(-n2ncc(C(=O)N3CCc4ccccc4C3)c2C2CCN(C(=O)OC(C)(C)C)CC2)cc1C,i,2%,15%,-11%,-12%,6%[57.1 µM],-8%[59 µM],-3%,-9%
OCCN1CCN(c2nc(-c3ccccc3)nc3c2oc2ccccc23)CC1,i,47%[activator],-1%,-7%,-16%,-5%,-9%,?,5%
N#Cc1c(NC(=O)c2ccccc2Cl)n(Cc2ccccc2)c2nc3ccccc3nc12,-6%,14µM*,89%,-20%,16%,12%,?,20µM*,4%
